# Pin1 inhibitor: inhibitors of human Pin1; Q13526; Pin1 FP peptide displacement, HiFluor488, 10 min; Potency, µM (doses to about 115 µM), inactives show top-dose activity, negative = inhibition, actives largely listed as inhibitors; actives 0.009% (n = 390,000); AID 504891; active = well fitted inhibition curve with a large enough effect in the polarisation, with a control signal flat, not every such curve was filed as active; inconclusive = small, poorly fitted or top-dose-only effect, or effect the other way, or a change in a side signal; inactive = no such curve, though single readings can be large or run the other way; the % refers to the polarisation; note: potency is the fitted concentration of half-maximal effect; % is set by controls: 0 for no effect and ±100 for the full control effect
# Target sequence (Q13526 whole entry, looked up): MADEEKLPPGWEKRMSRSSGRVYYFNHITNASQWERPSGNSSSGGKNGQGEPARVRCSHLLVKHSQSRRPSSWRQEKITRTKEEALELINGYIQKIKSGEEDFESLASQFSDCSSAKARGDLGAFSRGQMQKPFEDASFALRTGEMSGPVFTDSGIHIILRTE
# TRHR agonist: agonists of human TRH receptor | P34981 | TRHR cells, calcium flux fluo-8, FDSS agonist mode | activation, % at 2 µM | actives 0.18% (n = 360,000) | AID 493084; in the data active = activation above about 30%; note: 0% is about no effect
#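 Steps: seed TRHR cells overnight; add fluo-8 no-wash Ca dye, RT 30 min–1.5 h; record 10 s baseline; pin-transfer compounds; monitor fluorescence 1 cycle/s for the agonist window. Calcium increases flag candidate agonists.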
# D2 agonist: activates the human D2 dopamine receptor; AID 485358; actives 0.53% (n = 340,000); P14416; HEK293 T-REx D2 cells, calcium flux agonist mode; activation, % at 2 µM;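 active = activation over 3 SD above normal in the single-dose calcium agonist read, cut at about 30% in these data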; note: 0% is about no effect
# Target sequence (P14416 whole entry, looked up): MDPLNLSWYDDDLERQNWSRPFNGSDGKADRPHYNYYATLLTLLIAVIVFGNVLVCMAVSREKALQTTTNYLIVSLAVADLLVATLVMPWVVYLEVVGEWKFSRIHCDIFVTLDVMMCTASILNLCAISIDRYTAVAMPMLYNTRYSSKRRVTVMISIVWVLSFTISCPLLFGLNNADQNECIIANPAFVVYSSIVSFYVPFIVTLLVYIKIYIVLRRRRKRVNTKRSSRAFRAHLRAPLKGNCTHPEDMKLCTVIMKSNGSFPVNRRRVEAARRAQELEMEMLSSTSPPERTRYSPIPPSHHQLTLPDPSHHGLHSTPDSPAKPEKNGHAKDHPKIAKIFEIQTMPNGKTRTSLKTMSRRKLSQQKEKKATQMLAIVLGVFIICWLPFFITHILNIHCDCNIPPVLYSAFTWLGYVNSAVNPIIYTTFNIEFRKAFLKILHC
#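 Agonism is scored from calcium flux in a force-coupled, inducible HEK293 cell line expressing D2, read kinetically for 180 s after compound addition against dopamine controls.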
# D2 antag: D2 dopamine receptor (human) antagonism; inhibition, % at 10 µM; actives 2% (n = 340,000); AID 485344; HEK293 TREx D2 cells, calcium flux, dopamine EC80; in the data active = inhibition above about 30%; note: 0% is about no effect
#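 Inhibition of EC80 dopamine-driven calcium flux, recorded kinetically, defines activity here; cells are a tetracycline-induced HEK293 T-REx line expressing force-coupled D2.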
# mIDH1 inhibitor: blocks human mutant IDH1 R132H enzyme; O75874; IDH1-R132H enzyme, NADPH consumption, diaphorase/resazurin fluorescence; Potency, µM (top dose mostly 76.6 µM), inactives show at the highest dose activity change, negative = inhibition, most hits filed as inhibitors; actives 0.093% (n = 390,000); AID 602179; note: potency is the fitted concentration of half-maximal effect; % is set by controls: 0 for no effect and ±100 for the full control effect; nearly all actives have a fitted effect of over 65% in size
# Target sequence (O75874 whole entry R132H, stated change not applied): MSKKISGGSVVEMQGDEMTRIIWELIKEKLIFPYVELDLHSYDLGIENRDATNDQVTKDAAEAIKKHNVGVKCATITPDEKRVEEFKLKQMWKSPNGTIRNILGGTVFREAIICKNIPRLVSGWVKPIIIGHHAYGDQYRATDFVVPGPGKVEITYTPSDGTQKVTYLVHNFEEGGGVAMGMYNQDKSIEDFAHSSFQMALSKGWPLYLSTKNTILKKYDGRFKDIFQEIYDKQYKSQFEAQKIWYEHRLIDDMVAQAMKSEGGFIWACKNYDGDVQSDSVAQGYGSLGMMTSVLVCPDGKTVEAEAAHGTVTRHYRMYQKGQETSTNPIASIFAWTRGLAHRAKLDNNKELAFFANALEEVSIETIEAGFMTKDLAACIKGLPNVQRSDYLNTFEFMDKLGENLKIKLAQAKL
#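 IDH1-R132H (0.5 ug/mL dispensed) in pH 7.5 Tris buffer was preincubated 30 min with compound, then given a substrate mix of 0.016 mM NADPH and 2 mM alpha-KG for 80 min at room temperature; remaining NADPH was read by diaphorase/resazurin fluorescence.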
# rTrxR1 inhibitor: rat TrxR1 inhibition; O89049; recombinant rTrxR1, NADPH fluorescence consumption, selenite substrate; Potency, µM (highest dose often 114 µM), inactives show at the top dose activity change, negative = inhibition, most hits filed as inhibitors; actives 1% (n = 390,000); note: potency is the fitted concentration of half-maximal effect; % is set by controls: 0 for no effect and ±100 for the full control effect; nearly all actives have a fitted effect of over 65% in size
#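 Rat TrxR1 (90 nM in the dispensed reagent) was pre-reduced with 400 uM NADPH for 5 min at room temperature, then incubated with compound for 15 min. After 400 uM selenite was added, NADPH fluorescence (Ex 340/Em 450 nm) was followed for 8 min.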
# USP1-UAF1 inh: inhibitors of human USP1/UAF1 deubiquitinase. AID 743255. Potency, µM (top dose mostly 57.1 µM), without a hit: at the top dose activity change, negative = inhibition, most hits filed as inhibitors. recombinant USP1/UAF1, Ub-Rhodamine cleavage fluorescence. actives 0.23% (n = 390,000). O94782; note: potency is the fitted concentration of half-maximal effect; % is set by controls: 0 for no effect and ±100 for the full control effect; nearly all actives have a fitted effect of over 60% in size; inactives centre near -12
#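 1 nM enzyme complex + cpd, 15 min RT; start with Ub-Rho 150nM final; kinetic fluorescence ex 480/em 540, 6 reads q60 s. Buffer 50mM HEPES pH 7.8, 0.5mM EDTA, 0.1 mg/ml BSA, 1mM TCEP, 0.01% Tween-20.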
# TRHR enhancer: allosteric enhancers of human TRH receptor. TRHR cells, fluo-8 calcium fluorescence, EC20 TRH enhancement. enhancement, % at 2 µM. actives 0.66% (n = 360,000). AID 493056; in the data active = enhancement above about 30%; note: 0% is about no effect
#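 Enhancer read-out: after compound pinning and an initial kinetic agonist-mode read, an EC20 of TRH (10 nM final) was injected and fluo-8 calcium signal (Ex 480/Em 530) followed at 1 s/cycle for 100 cycles in TRHR-expressing cells.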
# TrxR1 substrate: substrates of rat thioredoxin reductase 1; O89049; purified TrxR1 substrate turnover, NADPH consumption readout; Potency, µM (titrated, usually from 114 µM), inactives show at the top dose activity change, negative = substrate turnover; actives 0.01% (n = 390,000); note: potency is the fitted concentration of half-maximal effect; % is set by controls: 0 for no effect and ±100 for the full control effect; nearly all actives have a fitted effect of over 50% in size
#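 Rat TrxR1, dispensed at 90 nM, was prereduced with 400 uM NADPH (final) for 5 min at ~22 deg C, then incubated with compound 15 min before 400 uM selenite. A first-read NADPH fluorescence drop versus no-compound background flagged substrates.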
# * hit, by the source's call; ? = inconclusive; . = no result given; & = joins results of further samples; [ ] = another dose, or the depositor's remark. Unless noted, calls come from the whole dose curve; as a rule, active = well fitted inhibition curve with a large enough effect; inconclusive = small, poorly fitted or top-dose-only effect; inactive = no such curve, though single readings can be large or run the other way. These rows are one share of the data (hit frequency here may not be typical).
# A first look:
SMILES,Pin1 inhibitor,TRHR agonist,D2 agonist,D2 antag,mIDH1 inhibitor,rTrxR1 inhibitor,USP1-UAF1 inh,TRHR enhancer,TrxR1 substrate
Cc1ccc(/C=C/C(=O)Nc2sc3c(c2C#N)CCCC3)o1,0%,-0.7,-1.8,2,22%,?,-5%,0,5%
CCCn1c(=N)c(C#N)cc2c(=O)n3cccc(C)c3nc21,.,0.5,0.0,-17,.,.,.,2,.
CC(C)C(=O)Nc1cccc(NC2=NS(=O)(=O)c3ccccc32)c1,10%,-0.8,-0.2,.,-18%,19%,-26%,-3,7%
CCOC(=O)c1cc(S(=O)(=O)N2CCN(c3cc(C)ccc3C)CC2)[nH]n1,-2%,-1.0,0.5,.,-7%,25%[57.1 µM],-25%,-2,6%[57.1 µM]

# The whole of this part, from the first entry:
SMILES,Pin1 inhibitor,TRHR agonist,D2 agonist,D2 antag,mIDH1 inhibitor,rTrxR1 inhibitor,USP1-UAF1 inh,TRHR enhancer,TrxR1 substrate
Cc1ccc(/C=C/C(=O)Nc2sc3c(c2C#N)CCCC3)o1,0%,-0.7,-1.8,2,22%,?,-5%,0,5%
CCCn1c(=N)c(C#N)cc2c(=O)n3cccc(C)c3nc21,.,0.5,0.0,-17,.,.,.,2,.
CC(C)C(=O)Nc1cccc(NC2=NS(=O)(=O)c3ccccc32)c1,10%,-0.8,-0.2,.,-18%,19%,-26%,-3,7%
CCOC(=O)c1cc(S(=O)(=O)N2CCN(c3cc(C)ccc3C)CC2)[nH]n1,-2%,-1.0,0.5,.,-7%,25%[57.1 µM],-25%,-2,6%[57.1 µM]
Cc1ccc(N(CC(=O)Nc2ccc(Cl)cc2)S(=O)(=O)c2cccc3nonc23)cc1,23%,0.3,0.4,.,5%,1%,-25%,-1,-5%
CCOC(=O)N1CCN(C(=O)C(C)N(c2ccccc2)S(C)(=O)=O)CC1 (configuration not stated),1%,0.5,1.1,-1,-2%,15%[57.1 µM],-3%,0,-7%[57.1 µM]
O=c1c2ccccc2c(-c2ccccc2)nn1Cc1ccccc1,-4%,0.2,0.4,-4,-2%,-12%,-6%,-2,-12%
C/C(=N/NS(=O)(=O)c1ccc(C)cc1)c1c(O)c2ccccc2oc1=O,-3%,0.5,0.3,-5,4%,-2%,-20%,0,-6%
O=C(CCn1c2c(c3ccccc31)CCCC2)NNC(=O)c1cccc([N+](=O)[O-])c1,5%,-0.5,0.0,-6,7%,10%[57.1 µM],-16%,-1,-6%
COCCCNCCOCCOc1ccc(C)cc1Br,-5%,-1.7,-1.5,-13,5%,-2%[57.1 µM],-6%,0,-19%[57.1 µM]
NC(=O)C1CCN(C(=O)c2ccc(NS(=O)(=O)c3ccc(Br)s3)cc2)CC1,3%,0.0,0.4,-9,-8%,4%,4%,5,0%
O=S(=O)(c1ccc(S(=O)(=O)N2CCCC2)cc1)N1CCCCCC1,6%,-0.8,-0.9,-6,3%,23%,-15%,3,10%
CCOc1ccccc1N1CCN(C(=O)CNC(=O)c2ccc(OC)c(OC)c2)CC1,54%[activator],-1.0,0.3,-19,1%,25%,-14%,-1,14%
CC(=O)c1cccc(-n2nnnc2SCC(=O)N2CCCC2)c1,-6%,0.3,0.0,6,3%,-5%,-12%,13,-11%
Cc1cccc(NC(=O)CN2CCN(C(=O)c3c(C)nn(Cc4ccccc4)c3C)CC2)c1C,-3%,-0.2,-0.3,-24,4%,-3%,-1%,-7,-10%
COc1ccc(C(=O)O)cc1NC(=S)NC(=O)Cc1ccc(Cl)cc1,1%,1.1,0.5,-5,-16%,2%,-18%,-5,4%
O=C(CC(c1ccc(F)cc1)c1ccco1)N1CCOCC1 (configuration not stated),-5%,0.3,.,.,6%,?,-17%,-6,-2%
COCCN(CC1CCCN(C2Cc3ccccc3C2)C1)C(=O)CCC(N)=O (configuration not stated),7%,-0.2,-0.1,-1,13%,8%,6%,-5,1%
NC(=O)CN1CCOCCN(CC(N)=O)CCOCC1,10%,-0.2,0.7,5,-1%,15%,-5%,-8,4%
Cn1c(=O)c2c(nc(CN3CCOCC3)n2CC(=O)c2ccccc2)n(C)c1=O,?,.,.,.,0%,4%[57.1 µM],-18%,.,-1%[57.1 µM]
Clc1ccc(-c2nc3c4cnn(-c5ccccc5Br)c4ncn3n2)c(Cl)c1,3%,0.3,0.8,.,.,24%,-22%,-3,7%
CCOC(=O)CC(=O)CSc1ncnc2c1oc1ccccc12,12%,0.8,-1.3,19,2%,6%,-6%,1,11%
CCCNC(=S)N1CCN(c2nc(-c3ccc(C)cc3)cs2)CC1,2%,-0.2,0.1,-2,2%,9%[57.1 µM],-20%,24,5%[57.1 µM]
O=C(c1cccc([N+](=O)[O-])c1)N1CCCC(C(=O)N2CCCCCC2)C1 (configuration not stated),-12%,-0.3,0.3,-20,-4%,16%[11.4 µM],8%,-2,13%[57.1 µM]
CCOc1ccc2oc(C(=O)NCC(c3ccco3)N(C)C)c(C)c2c1 (configuration not stated),5%,0.2,-0.9,8,5%,5%,-20%,1,33%[activator]
CCn1nnnc1SCC(=O)Nc1ccc2c(c1)OCO2,3%,1.0,-0.5,-1,-3%,6%,-12%,-6,7%
CCc1ccc2oc(C(=O)NCCc3ccc(OC)c(OC)c3)cc(=O)c2c1,1%,-0.8,-0.4,.,-1%,7%,-14%,1,-1%
CCc1cc(C(=O)N2CCCC(C(=O)c3ccc(Oc4ccccc4)cc3)C2)n(C)n1 (configuration not stated),-4%,-0.2,-0.1,24,0%,5%,-22%,-3,2%
CN(C(=S)Nc1ccc(F)cc1)C(c1ccccc1)c1ccccc1,?,1.8,0.3,-2,-5%,6%,-17%,-11,4%
Cc1cc(C)n(-c2ccc(C(=O)OCC(=O)Nc3cc(S(C)(=O)=O)ccc3Cl)cc2)n1,6%,-0.7,-0.3,15,1%,4%,-3%,0,2%
O=C1C=CC(=O)N1Cc1ccccc1,4%,-0.3,-0.7,-10,-6%,0.4µM*,8%,3,3%
CCCCN1C[C@H](C)[C@@H](CC(=O)NCc2ccccc2)C1=O,-12%,0.9,-0.6,24,6%,15%&4%,?,-7,5%&-2%
Cc1ccc(S(=O)(=O)NNC(=O)CCCCC(=O)NNS(=O)(=O)c2ccc(C)cc2)cc1,-4%,-0.1,4.3,18,0%,2%,-10%,9,-5%
Cn1ccsc1=NC(=O)c1ccccc1F,3%,0.0,0.5,24,-1%,2%[57.1 µM],7%,-4,0%[57.1 µM]
Cc1ccc(CNC(C)c2ccccc2)s1 (configuration not stated),2%,-0.9,1.5,.,21%,11%,-6%,-4,5%[11.4 µM]
Cc1ccc(S(=O)(=O)N(C)C)cc1NC(=O)C(C)OC(=O)c1ccc2c(=O)n3c(nc2c1)CCC3 (configuration not stated),-9%,.,.,.,8%,23%,-10%,.,4%
Cc1cc(SCC(=O)OCC(=O)c2c(N)n(C)c(=O)n(C)c2=O)c(C)cc1Br,16%,0.5,0.1,-4,6%,19%,-17%,-12,-5%
O=C(COc1ccc(S(=O)(=O)N2CCOCC2)cc1Cl)NCc1ccco1,9%,0.5,0.8,-10,-1%,-7%[57.1 µM],-4%,-9,-1%[57.1 µM]
O=C1NC(=O)c2cc(NC(=O)C3COc4ccccc4O3)ccc21 (configuration not stated),-4%,0.2,-1.3,-12,6%,10%,-24%,-3,2%
CCCCC1C(C#N)=C(C)NC2=C1C(=O)CC(C)(C)C2 (configuration not stated),-7%,-0.2,.,.,14%,-13%,-20%,-1,96%[activator]
Cc1ccc(Nc2c(-c3cc(Br)ccc3F)nc3cc(C)ccn23)cc1,0%,-0.8,-2.1,.,8%,12%,-22%,15,39%[activator]
Cc1cc(C)n(CC(O)CN2C(=O)NC(C)(C)C2=O)n1 (configuration not stated),-2%,-1.2,-0.7,26,1%,3%,-2%,2,-1%
CC(C)NC(=O)C1CCC(Cn2c(=O)c3sccc3n(CC(=O)N3CCCC3)c2=O)CC1 (configuration not stated),-8%,0.2,-0.7,.,-5%,19%[57.1 µM],-24%,2,8%[57.1 µM]
CN(Cc1ccccc1)c1ccc(C(CC(N)=O)NC(=O)c2ccccc2)cc1[N+](=O)[O-] (configuration not stated),-5%,-0.7,-0.2,0,-4%,-10%[57.1 µM],23%,4,-4%[57.1 µM]
O=C(CCl)Nc1cccc(S(=O)(=O)N2CCCCCC2)c1,-11%,-0.4,1.2,0,2%,?,-6%,-1,0%
O=C1OCCC1N1C(=O)c2ccccc2S1(=O)=O (configuration not stated),-9%,0.1,-0.9,10,6%,-9%,-13%,-3,1%
CCc1cccc(NC(=O)CCNS(=O)(=O)c2ccc3[nH]c(=O)oc3c2)c1,0%,0.2,0.0,1,-1%,19%,-25%,-1,1%
CCn1c(=O)c2ccccc2n2c(SCC(=O)NCc3cccs3)nnc12,0%,-1.1,0.6,0,0%,13%,-18%,-3,6%
CCc1ccc(NC(=O)CSc2nc(-c3ccc(C)cc3)nc3c2Cc2c(CO)cnc(C)c2O3)cc1,15%,0.4,0.0,.,-16%,-14%,-7%,-7,6%
O=C(Nc1ccc(/C=C/c2nc3ccccc3o2)cc1)c1c(F)cccc1F,21%,1.9,1.5,-4,0%,17%[57.1 µM],-22%,4,16%[57.1 µM]
Cn1nnnc1SCC(=O)Nc1ccccc1-c1ccccc1,-7%,-1.2,0.2,10,7%,4%,6%,2,9%[57.1 µM]
COc1cccc(-c2nnc3sc(-c4ccco4)nn23)c1,0%,-2.1,0.9,7,-1%,-14%,-12%,6,-5%
CCC1=C(OC(=O)N(CC)CC)N2C(=O)OC(=NCC(=O)OC)[C@]2(Cc2ccccc2)[C@H]2C1=CC[C@H]1C(=O)N(c3ccccc3)C(=O)[C@H]12,7%,-0.3,-0.1,7,-13%[38.3 µM],11%,-18%,0,-2%

# Bioassay records (PubChem)
